p53 reactivator: qHTS assay for re-activators of p53 using a Luc reporter. H1299 p53-A138V BP100-luciferase reporter, luminescence, 24 h. Potency, µM (titrated, usually from 92.2 µM), inactives show at the top dose activity change, positive = activation, usual class: activators. 320,000 tested, 0.063% active; further: potency means the concentration at half of the fitted maximal effect; % of control where 0% means no effect; nearly all actives have a fitted effect of over 45% in size
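p53-null H1299 cells stably carrying temperature-sensitive p53-A138V and a BP100-luciferase reporter were pinned with compounds (4-point, 1:5 series) and held 24 hrs at 37 deg C. Luminescence was read 10 min after detection reagent.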
PKM2 act: qHTS Assay for Activators of Human Muscle isoform 2 Pyruvate Kinase; 260,000 tested, 0.34% active; purified PKM2, Kinase-Glo ATP luminescence, activation; response scale: 0% is enzyme alone, no compound; Potency, µM (top dose mostly 57.5 µM), for inactives: at the highest dose activation, usual class: activators; further: potency means the concentration at half of the fitted maximal effect; on the % scale 0 is the no-effect control and ±100 the full control effect; nearly all actives have a fitted effect of over 55% in size
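ATP formation by purified human PK-M2, quantified via coupled luciferase luminescence after 1 h at room temperature with 0.1 mM ADP and 0.5 mM PEP final.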
NPC1 promoter act: qHTS Assay for NPC1 Promoter Activators; Huh7 NPC1 promoter luciferase reporter, 24 h; Potency, µM (highest dose often 9.22 µM), inactives show top-dose activation, most hits filed as activators; 320,000 tested, 2.4% active; AID 485313, 2010;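 further: potency means the concentration at half of the fitted maximal effect; % of control where 0% means no effect; nearly all actives have a fitted effect of over 60% in size; reporter is driven by a mutant NPC1 promoter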
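Cells: Huh7 expressing luciferase under the NPC1 promoter, 1500/well. Seeded 2 h, compound added, incubated 24 h at 37 °C. Luciferase reagent, 10 min ambient, then luminescence.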
Menin MLL FP TR: qHTS Assay for Inhibitors Targeting the Menin-MLL Interaction in MLL Related Leukemias: Competition With Texas Red Labeled MLL-derived Mutant Peptide. O00255. Menin + Texas Red MLL mutant peptide, fluorescence polarization. Potency, µM (titrated, usually from 61.6 µM), without a hit: at the top dose FP activity change, negative = inhibition, actives largely listed as inhibitors. 270,000 tested, 0.23% active. AID 1768, 2009; active means well fitted inhibition curve with a large enough effect in the polarisation, with a control signal flat, not every such curve was filed as active; inconclusive means small, poorly fitted or top-dose-only effect, or effect the other way, or a change in a side signal; inactive means no such curve, though single readings can be large or run the other way; the % refers to the polarisation; further: potency means the concentration at half of the fitted maximal effect; % of control where 0% means no effect; many of its hits are not listed in these tables
Target sequence (O00255 whole entry, looked up): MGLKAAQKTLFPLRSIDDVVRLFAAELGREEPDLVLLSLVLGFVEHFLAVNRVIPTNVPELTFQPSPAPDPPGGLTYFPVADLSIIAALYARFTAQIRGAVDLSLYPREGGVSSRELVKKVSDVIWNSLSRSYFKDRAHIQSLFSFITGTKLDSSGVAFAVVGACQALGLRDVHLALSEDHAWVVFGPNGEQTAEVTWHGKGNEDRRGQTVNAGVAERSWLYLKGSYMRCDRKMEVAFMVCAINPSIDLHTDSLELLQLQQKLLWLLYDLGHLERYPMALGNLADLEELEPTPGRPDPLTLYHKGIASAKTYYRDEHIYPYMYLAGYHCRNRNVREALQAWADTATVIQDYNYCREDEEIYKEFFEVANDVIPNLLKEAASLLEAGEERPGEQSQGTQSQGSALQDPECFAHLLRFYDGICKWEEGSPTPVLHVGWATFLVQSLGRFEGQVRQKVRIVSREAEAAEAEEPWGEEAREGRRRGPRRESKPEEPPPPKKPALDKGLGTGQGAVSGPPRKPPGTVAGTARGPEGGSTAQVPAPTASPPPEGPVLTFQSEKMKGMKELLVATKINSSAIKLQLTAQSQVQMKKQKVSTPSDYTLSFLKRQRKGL
Gal4-VP16 FLuc: VP16 counterscreen qHTS for inhibitors of ROR gamma transcriptional activity; Potency, µM (series often up to 53.6 µM), for inactives: top-dose activity, negative = inhibition, usual class: inhibitors; 310,000 tested, 3.5% active; Drosophila S2 Gal4-VP16 UAS-luciferase, luminescence, 20 h;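 further: Gal4-VP16 expression switched on by copper sulfate through the metallothionein promoter; potency means the concentration at half of the fitted maximal effect; on the % scale 0 is the no-effect control and ±100 the full control effect; nearly all actives have a fitted effect of over 50% in size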
FLuc modulator: qHTS profiling assay for firefly luciferase inhibitor/activator using purifed enzyme and Km concentrations of substrates (counterscreen for miR-21 project). Luciferin 4-monooxygenase (Photinus pyralis), P08659. purified FLuc, Km substrates, luminescence inhibition. Potency, µM (series often up to 57.5 µM), without a hit: top-dose activity change, negative = inhibition, actives largely listed as inhibitors. 360,000 tested, 6.9% active. AID 588342, 2011;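 further: potency means the concentration at half of the fitted maximal effect; plate controls were vehicle for no effect and reference inhibitor for full effect; nearly all actives have a fitted effect of over 55% in size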
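Purified P. pyralis luciferase (10nM final) with 10uM D-luciferin and 10uM ATP (Km levels) in 50mM Tris acetate pH 7.5, 10mM Mg acetate, 0.01% Tween-20, 0.05% BSA; qHTS 6-point titration, ~60 µM downward; luminescence read.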
Rab9 prom act: qHTS Assay for Rab9 Promoter Activators. Huh7 Rab9 promoter-luciferase reporter, luminescence, 24 h. Potency, µM (doses to about 9.22 µM), inactives show at the top dose activation, negative = inhibition, hits mostly activators. 320,000 tested, 2.8% active; further: potency means the concentration at half of the fitted maximal effect; % of control where 0% means no effect; nearly all actives have a fitted effect of over 60% in size
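Using Huh7 cells stably transfected with Rab9 promoter–luciferase, compounds were incubated 24 h at 37 °C, 5% CO2; luciferase luminescence was read 10 min after reagent addition.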
RORgamma inh: qHTS for inhibitors of ROR gamma transcriptional activity. AID 2551, 2010. Drosophila S2 Gal4-RORgamma UAS-luciferase reporter, 20 h. Potency, µM (highest dose often 53.6 µM), for the others: at the highest dose activity change, negative = inhibition, usual class: inhibitors. Nuclear receptor ROR-gamma (Mus musculus), P51450. 310,000 tested, 5.4% active; further: potency means the concentration at half of the fitted maximal effect; on the % scale 0 is the no-effect control and ±100 the full control effect; nearly all actives have a fitted effect of over 60% in size
Target sequence (P51450 whole entry, looked up, the tested form may be a part): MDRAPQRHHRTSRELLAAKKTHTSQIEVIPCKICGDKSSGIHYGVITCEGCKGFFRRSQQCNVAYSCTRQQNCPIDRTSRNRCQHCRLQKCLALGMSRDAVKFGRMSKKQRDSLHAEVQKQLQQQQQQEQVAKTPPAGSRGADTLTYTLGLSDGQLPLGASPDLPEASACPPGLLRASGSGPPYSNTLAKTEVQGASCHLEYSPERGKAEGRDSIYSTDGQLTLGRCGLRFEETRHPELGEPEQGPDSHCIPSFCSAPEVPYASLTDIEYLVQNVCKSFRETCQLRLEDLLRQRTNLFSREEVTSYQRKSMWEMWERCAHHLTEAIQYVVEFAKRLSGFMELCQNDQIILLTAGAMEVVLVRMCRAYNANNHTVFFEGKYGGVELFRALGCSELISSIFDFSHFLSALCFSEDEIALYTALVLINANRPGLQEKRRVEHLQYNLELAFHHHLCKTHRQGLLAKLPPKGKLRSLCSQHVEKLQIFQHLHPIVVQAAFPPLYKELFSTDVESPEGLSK
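In this cell-based reporter format, copper sulfate (700 uM final) drives Gal4–ROR gamma fusion expression from a metallothionein promoter in Drosophila Schneider cells; compounds preincubated 1 hr, reporter read after 20 hr at ambient temperature.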
ELG1 genotox: qHTS screen for small molecules that induce genotoxicity in human embryonic kidney (HEK293T) cells expressing luciferase-tagged ELG1; HEK293T ELG1-luciferase reporter, luminescence, 16 h; Potency, µM (highest dose often 46 µM), without a hit: at the highest dose activity change, positive = activation, hits mostly activators; 330,000 tested, 1.3% active; further: potency means the concentration at half of the fitted maximal effect; % of control where 0% means no effect; nearly all actives have a fitted effect of over 60% in size
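Genotoxic stress is detected as increased luminescence from luciferase-tagged ELG1 in HEK293T cells, measured with ONE-Glo after a 16 hr treatment at 37 °C.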
BRCA1 expr up: qHTS Assay to Identify Small Molecule Activators of BRCA1 Expression; Potency, µM (series often up to 46.1 µM), for the others: at the highest dose activation, hits mostly activators; 380,000 tested, 1.1% active; MCF7-BRCA1-FFLuc reporter, luminescence, 48 h; response scale: scaled: vehicle 0%, 10 µM genistein 100%; AID 624202, 2012; further: potency means the concentration at half of the fitted maximal effect; nearly all actives have a fitted effect of over 80% in size; some results filed as inactive show a strong effect at the top dose
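Cells: MCF7-BRCA1-FFLuc, 2000/well. Exposure: 48 h, 37 °C, 5% CO2. Read: luminescence, 15 min post-substrate. Controls: genistein 10 microM (maximal activation), DMSO (neutral).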
Giardia killer: Small Molecules that selectively kill Giardia lamblia: qHTS; Giardia lamblia trophozoite viability; activity change, % at 7.66 µM, hits read low; 340,000 tested, 0.15% active; in the data active means activity change below about -80%; inconclusive means between about -30% and that limit;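 further: parasites exposed to compound for two days anaerobically before the ATP read; on the % scale 0 is the no-effect control and ±100 the full control effect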
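Luminescent ATP signal served as the viability read-out, measured 15-30 min after adding ATP detection reagent to trophozoites that had been incubated with compounds for 48 hrs at 37 deg C anaerobically at 100 cells/well.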
Numbers without * were called inactive; ? = inconclusive; . = no result given; & = joins results of further samples; [ ] = dose if it differs, or a comment. Unless noted, the call rests on the fitted dose curve; in most records, active means well fitted curve in the direction sought with a large enough effect; inconclusive means small, poorly fitted or top-dose-only effect, or another doubt; inactive means no such curve, though single readings can be large; an effect the other way counts as inactive or inconclusive. A portion of the library, so the mix of outcomes need not match the whole.

Below each compound – p53 reactivator | PKM2 act | NPC1 promoter act | Menin MLL FP TR | Gal4-VP16 FLuc | FLuc modulator | Rab9 prom act | RORgamma inh | ELG1 genotox | BRCA1 expr up | Giardia killer
- COCc1cc(C)nc(N2CCN(c3ccccc3)CC2)c1C#N
    -8.9% | -1.8% | -4.2% | 14.1% | -0.4% | -3.4% | -4.5% | -12.5% | -3.6% | -39.6% | 7.0
- O=C(CNC(=O)C1COc2ccccc2O1)N/N=C/c1cc(Br)c(O)c(Br)c1 (centres undefined)
    -3.5% | 3.7% | -3.8% | ? | 0.0% | -14.6% | 1.0% | 1.7% | 0.4% | -7.1% | 8.3
- COC(=O)c1cc(C#N)c(Oc2ccc(F)cc2)nc1C
    21.1% | -2.6% | -1.3% | -0.3% | 0.1% | -3.5% | -5.1% | 1.9% | 1.8% | 7.8% | -14.8
- O=C(O)CCN1C(=O)CC2(CCCCC2)C1=O
    -1.0% | -7.6% | 0.7% | -18.9% | 5.5% | -1.2% | 0.0% | -19.2% | 1.0% | -6.2% | 3.1
- O=C(NNS(=O)(=O)c1ccc(Br)cc1)NC1CCCCC1
    -12.1% | 3.9% | 0.9% | 6.4% | -7.9% | 2.1% | -4.2% | -1.5% | -1.3% | -16.4% | -20.8
- O=C(c1cccc(C(F)(F)F)c1)c1c[nH]c(C(=O)NCC2CCCO2)c1 (centres undefined)
    -0.5% | -4.6% | -2.7% | -1.5% | 5.8% | 0.4% | 3.2% | 11.3% | 0.1% | -20.9% | 6.7
- COc1ccc(-n2c(SCC3CNC(=O)O3)nnc2-c2ccc(Cl)cc2)cc1 (centres undefined)
    -11.6% | 0.3% | -0.7% | 0.5% | 0.0% | 4.0% | -5.5% | 5.2% | 0.1% | 47.5% | -12.3
- CCOC(=O)Cc1csc(NC(=O)CCC(=O)O)n1
    -1.2% | -4.4% | 0.1% | . | 12.4% | -2.7% | 5.6% | -4.6% | -0.5% | -6.6% | 8.4
- CCCn1ncc2c(Nc3ccc(C)c(C)c3)ncnc21
    18.7% | 1.2% | 3.55µM* | -2.4% | ? | 23.9µM* | ? | 22.7% | ? | 8.91µM* | -0.3
- CC1CN(C2=NC(=O)/C(=C3/C(=O)N(Cc4ccc(F)cc4)c4ccccc43)S2)CC(C)O1 (centres undefined)
    -3.9% | -8.1% | -4.2% | . | 0.2% | ? | 2.4% | 23.4% | -2.5% | 25.7% | 6.9
- CN(CC(=O)NCCc1ccccc1)S(=O)(=O)c1cccc2nsnc12
    -3.5% | -0.8% | -0.6% | -4.0% | ? | -1.6% | -1.7% | ? | -2.8% | 6.2% | 3.8
- CN1N=C(C(=O)Nc2ccc3c(c2)CCC3)CCC1=O
    -4.9% | -0.6% | 25.7% | 0.2% | ? | ? | ? | 15.1% | 24.7% | 32.2% | 15.1
- COc1cccc(N=C2SC(CC(=O)Nc3ccccc3)C(=O)N2Cc2ccccn2)c1 (centres undefined)
    -1.4% | -3.9% | -6.7% | 17.7% | 2.3% | -10.4% | 2.3% | 22.3% | -6.2% | -40.5% | 8.6
- CC1CCN(C(=O)c2[nH]cnc2C(=O)Nc2ccc(Cl)cc2)CC1
    -0.7% | . | -3.9% | . | . | -2.7% | 0.5% | . | 0.8% | -0.4% | 5.8
- c1ccc(-c2csc(Nc3cccnc3)n2)nc1
    ? | 0.7% | ? | 4.0% | 12.6% | 19µM* | ? | ? | ? | 67.0% | 4.8
- Cc1ccc(OCCCN2CCCC2)c(C)c1
    -0.6% | 5.5% | -1.7% | 3.6% | -10.0% | -0.6% | 0.5% | -7.1% | 1.9% | 2.1% | 11.3
- O=C(O)c1cccnc1SCC(=O)N1CCCc2ccccc21
    6.3% | -5.4% | -2.3% | . | 3.9% | ? | 0.3% | 5.5% | 8.3% | 5.4% | 16.5
- CCOC(=O)c1c(C(=O)OCC)c(C)n(CCc2ccccc2)c1C
    -4.4% | -3.6% | 1.5% | 0.4% | -5.3% | 4.0% | -6.0% | 22.5% | -3.9% | -32.1% | 4.7
- COC(=O)N1CCN(S(=O)(=O)c2ccc(F)cc2)CC1
    -5.9% | ? | -4.3% | 11.4% | -2.3% | 1.5% | -3.8% | 15.8% | -3.1% | 2.2% | 2.1
- CC(=O)c1nn(-c2cccc(Br)c2)cc1C(=O)c1ccc(Cl)cc1
    11.4% | 7.3% | -1.1% | 0.7% | -29.8% | 2.1% | -5.1% | -4.9% | 2.8% | -5.2% | 10.9
- COc1ccc(C2=C/C(=C\c3ccc(OC(C)=O)cc3)C(=O)O2)cc1
    0.8% | 3.3% | 0.9% | -0.6% | -20.8%[10 µM] | -8.5% | -3.5% | ? | 6.3% | -16.2% | -23.2
- O=C1C(Cc2ccccc2)S/C(=N/N=C/c2ccco2)N1c1ccccc1 (centres undefined)
    -2.7% | -9.7% | -0.8% | ? | -22.1% | 0.7% | -11.3% | -11.2% | 6.9% | -29.3% | -17.2
- COC(=O)CNc1c(-c2ccccc2)nc2ccc(Br)cn12
    ? | -17.5% | ? | 6.1% | 3.2% | 7.57µM* | ? | 15.6% | ? | 36.1%&60.4% | -2.6
- CC1CCc2c(sc(NC(=O)c3c([N+](=O)[O-])cnn3C)c2C(N)=O)C1 (centres undefined)
    3.0% | . | -1.8% | . | 2.0% | 5.7% | -4.3% | -3.5% | 16.2% | 14.2% | 6.0
- O=C(Nc1nc2nccc(-c3ccccc3)n2n1)c1ccccc1
    2.5% | -1.0% | 2.82µM* | . | 0.6% | ? | 2.51µM* | 13.6% | ? | ? | 10.9
- C=CCn1c(=O)c(C(=O)NCc2ccccc2Cl)c(O)c2ccccc21
    1.7% | 0.0% | -2.6% | 30.8%[activator] | ? | 3.1% | -0.4% | 5.1%[1.91 µM] | -11.9% | 0.0% | -6.0
- COc1cc(/C=C2\C(=N)N3N=C(C(C)C)SC3=NC2=O)ccc1OCCOc1ccc(NC(C)=O)cc1
    -1.9% | . | -2.3% | -19.6% | -0.3% | -2.6% | -0.2% | 21.9% | 0.3% | -15.0% | -8.1
- CCC1(C)CC(CCNS(=O)(=O)c2ccc(C)cc2)(c2ccc(C)cc2)CCO1 (centres undefined)
    0.8% | 1.8% | -2.9% | -9.0% | -4.6% | 7.5% | 1.4% | -9.2% | -9.4% | -61.0% | 0.0
- CCN(C(=O)c1ccco1)c1nnc(-c2cccnc2)s1
    ? | -4.3% | ? | -24.0% | -1.2% | 13.5µM* | ? | 25.4% | ? | ? | -19.3
- Cn1c(=O)oc2cc(S(=O)(=O)NCCC(=O)N3CCN(c4ccccc4F)CC3)ccc21
    -2.8% | . | 1.7% | 26.9% | 14.3% | 1.2% | 1.5% | 38.2% | -1.7% | -6.3% | 23.5
- O=C(Cn1c(=O)n(-c2ccccc2)c(=O)c2sccc21)N1CCCC1
    9.3% | 3.1% | -5.5% | -8.6% | -1.8% | 4.0% | 0.7% | -9.3% | -2.7% | -15.1% | -7.1
- COc1ccc([N+](=O)[O-])cc1NC(=O)C(C)OC(=O)/C=C/c1ccco1 (centres undefined)
    -10.9% | 2.6% | -2.8% | 16.4% | 23.3% | -0.5% | 4.2% | ? | -0.9% | -50.4% | -1.8
- Cc1ccc(S(=O)(=O)NC(=S)NC2CCCCC2)cc1
    -3.5% | 1.6% | 0.8% | -1.7% | 14.1µM* | 0.7% | 3.0% | 3.16µM* | 6.2% | 6.3% | 6.7
- CCN(CC)S(=O)(=O)c1ccc(OC)c(NS(=O)(=O)c2ccc(F)cc2)c1
    -13.2% | 1.3% | -5.1% | 1.3% | -11.3% | 4.0% | -1.0% | 15.8% | -0.5% | 2.3% | 1.2
- CN1C(=O)c2ccc(N3CCCC3)cc2C1=O
    14.4% | -1.4% | 15.2% | -3.9% | ? | ? | 6.6% | ? | ? | 42.9% | 7.5
- COc1ccccc1NS(=O)(=O)c1cc(NC(=O)c2ccc(=O)[nH]c2)ccc1N1CCOCC1
    4.7% | -4.6% | 8.3% | 13.4% | 12.0% | 3.7% | -2.8% | -0.1% | 1.4% | -10.5% | -20.4

RORgamma inh, entries above that show a hit
Molecule	p53 reactivator	PKM2 act	Menin MLL FP TR	Rab9 prom act	RORgamma inh	BRCA1 expr up
Cc1ccc(S(=O)(=O)NC(=S)NC2CCCCC2)cc1	-3.5%	1.6%	-1.7%	3.0%	3.16µM*	6.3%

Screens (PubChem BioAssay)
